# SIRT5 block – sirtuin-5 (human) deacylase inhibition | Purified SirT5, succinyl-peptide AMC, trypsin-coupled fluorescence | inhibition, % at 15 µM | 330,000 compounds, 1.1% hits | AID 652115; in the data active = inhibition above about 15%; inconclusive = no clear call, values can overlap the other calls
# Target sequence (Q9NXA8 whole entry, looked up): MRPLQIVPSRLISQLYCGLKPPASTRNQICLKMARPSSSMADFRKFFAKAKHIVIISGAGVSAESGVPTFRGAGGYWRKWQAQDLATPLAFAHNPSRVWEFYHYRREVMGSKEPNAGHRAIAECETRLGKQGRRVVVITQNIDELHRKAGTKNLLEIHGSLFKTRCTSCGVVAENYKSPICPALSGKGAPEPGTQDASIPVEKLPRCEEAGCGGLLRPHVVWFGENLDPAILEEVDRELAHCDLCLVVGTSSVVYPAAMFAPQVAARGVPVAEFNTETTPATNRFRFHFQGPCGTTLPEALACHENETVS
# LGR2 antag – blocks bursicon-induced cAMP signaling via Drosophila LGR2. HEK293 LGR2, CRE-luciferase, bursicon-stimulated, 4 h. inhibition, % at 9.99 µM. 380,000 compounds, 0.35% hits. AID 720647;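 active = drop in luminescence signal, shown as inhibition above about 50% in the replicate tests, limit read from the data, passing the limit was not always enough; inconclusive = probably only some replicates passing the limit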;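 also: agonist challenge used bursicon conditioned medium at about half maximal strength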
# PAX8 reporter – lowers PAX8-driven luciferase in RMG-I cells | inhibition, % at 12.6 µM | RMG-I TPO-luciferase reporter, SteadyGlo, 24 h | 360,000 compounds, 1.2% hits;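 active = mean replicate inhibition at least 60% with every replicate also reaching 60%; inconclusive = only one of the two criteria is met; inactive = mean below 60% and not all replicates reaching 60%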;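 also: luciferase light reporting Pax8 driven TPO promoter activity; plate controls were median of neutral control wells for no effect and mitoxantrone controls for full effect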
# Casp6 inh – caspase-6 (human) enzyme inhibition; AID 686996; 350,000 compounds, 0.53% hits; inhibition, % at 12.5 µM; P55212; purified caspase-6, Z-VEID-R110 cleavage fluorescence;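 active = mean inhibition across replicates at least about 35%, with every replicate also reaching that limit, limit read from the data; inconclusive = only one of the two criteria met; inactive = neither criterion met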;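 also: 0% = median of neutral control wells and 100% = no fluorescence left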
# Target sequence (P55212 24-179 limits assumed): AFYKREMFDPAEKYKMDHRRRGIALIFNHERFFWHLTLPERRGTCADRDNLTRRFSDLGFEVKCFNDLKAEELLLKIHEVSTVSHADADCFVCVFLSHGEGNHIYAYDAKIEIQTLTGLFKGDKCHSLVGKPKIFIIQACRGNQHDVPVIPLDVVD
# Target sequence (P55212 194-293 limits assumed): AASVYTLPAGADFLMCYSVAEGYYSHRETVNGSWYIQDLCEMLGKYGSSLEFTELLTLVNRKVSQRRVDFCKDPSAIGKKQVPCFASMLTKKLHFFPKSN
# DENV2 CPE – inhibitors of DENV2 cytopathic effect. DENV2-infected cells, cytopathic effect rescue, plate reader. CPE inhibition, % at 9.99 µM. 350,000 compounds, 1.7% hits; in the data active = CPE inhibition above about 20%, passing the limit was not always enough; inconclusive = no clear call, values can overlap the other calls; tested in BHK-21 cells;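 also: 0% = median of neutral control wells and 100% = median of positive control wells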
# ARNT-TACC3 inh – disrupts binding between human ARNT and TACC3; Q9Y6A5; 390,000 compounds, 0.66% hits; AlphaScreen His-ARNT PAS-B/GST-TACC3 binding, luminescence; TACC3 fragment carries E629A point mutation; AID 623870; inhibition, % at 9.99 µM;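 active = mean inhibition of replicates at least 50% and at least half of replicates each reaching 50%; inconclusive = half or more replicates reach 50% but mean below 50%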;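 also: 0% = complete ARNT plus TACC3 wells and 100% = ARNT alone without TACC3; many hits fall short of the cut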
# EWS-Fli inh – blocks EWS/Fli oncoprotein-driven transcription | A673 NR0B1-luciferase reporter, viability-normalised | inhibition, % at 12.6 µM | 350,000 compounds, 0.67% hits | AID 651661;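 active = mean inhibition of at least 50% after viability correction, with every replicate also passing that limit; inconclusive = mean reaches 50% but only one of two replicates passes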;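 also: firefly luciferase signal divided by Alamar Blue viability fluorescence both relative to DMSO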
# An asterisk follows results filed as active; ? = inconclusive; · = no result given.
SMILES	ARNT-TACC3 inh	PAX8 reporter	DENV2 CPE	EWS-Fli inh	SIRT5 block	LGR2 antag	Casp6 inh
O=C(Nc1ccc(F)cc1)N1CCCCN2[C@@H](CO)[C@@H](c3ccc(-c4ccncc4)cc3)[C@@H]2C1	-4	3	-13	4	3	-7	2
Cc1sc2ncn(CC(=O)N3CCN(c4ccccn4)CC3)c(=O)c2c1S(=O)(=O)N1CCCCC1	-3	13	7	7	-8	-12	-1
CCOC(=O)CSc1nnc2c3ccccc3n(CC)c2n1	-3	-21	5	-8	-3	-9	-1
NC(=Nc1ccc(Br)cc1)c1ccccc1	-6	-17	?	-70	-1	-10	-2
C=C1C(C(=O)Nc2cccc(OC)c2)C1C(=O)Nc1cccc(OC)c1 (stereo unspecified)	-2	14	2	13	-1	·	2
C[C@H](CO)N1C[C@H](C)[C@H](CN(C)S(C)(=O)=O)Oc2ccc(NC(=O)Nc3ccc4c(c3)OCO4)cc2C1=O	14	·	-2	5	2	-5	3
O=C(/C=C/c1ccccc1)NC(=S)Nc1ccccc1O	1	-110	8	-68	0	-30	-4
O=C(c1cccs1)N1CCc2c([nH]c3ccccc23)C1c1ccccn1 (stereo unspecified)	·	12	1	2	0	-17	2
C[C@H]1CN([C@@H](C)CO)C(=O)c2cccc(NS(=O)(=O)c3ccc(F)cc3)c2O[C@@H]1CN(C)Cc1ccccc1	-3	11	-4	-4	2	9	1
CC(C)CN(C(=O)Cn1c(=O)cnc2ccccc21)C1CCS(=O)(=O)C1 (stereo unspecified)	-3	·	0	-7	0	4	1
CN(C)S(=O)(=O)Nc1ccccn1	·	11	0	0	-4	13	-1
COc1cc(NC(=O)c2ccccc2[N+](=O)[O-])c(C(=O)O)cc1OC	1	12	0	1	-6	28	-6

# Three entries out of the list above, ordered by the value under DENV2 CPE, falling:
Molecule	ARNT-TACC3 inh	DENV2 CPE	SIRT5 block	LGR2 antag	Casp6 inh
CCOC(=O)CSc1nnc2c3ccccc3n(CC)c2n1	-3	5	-3	-9	-1
O=C(c1cccs1)N1CCc2c([nH]c3ccccc23)C1c1ccccn1 (stereo unspecified)	·	1	0	-17	2
COc1cc(NC(=O)c2ccccc2[N+](=O)[O-])c(C(=O)O)cc1OC	1	0	-6	28	-6

# The listing continues.
SMILES	ARNT-TACC3 inh	PAX8 reporter	DENV2 CPE	EWS-Fli inh	SIRT5 block	LGR2 antag	Casp6 inh
Cc1ccc(NC(=O)CN(C)C(=O)COC(=O)c2nccnc2N)cc1	-5	-10	-2	-1	-12	·	3
C[C@H](NC(=O)N(C)C[C@@H]1OCc2ccccc2-c2c(n(C)c3ccccc23)C(=O)N([C@@H](C)CO)C[C@H]1C)c1ccccc1	2	6	2	0	7	21	-1
Cc1sc2ncnc(SCC(=O)NC3CC3)c2c1C	-4	·	·	·	9	8	0
CN(c1ccccc1C(=O)O)S(=O)(=O)c1ccc2[nH]c(=O)[nH]c2c1	-22	-8	5	-4	-1	-3	14
C[C@H](CO)N1C[C@H](C)[C@@H](CN(C)Cc2cccnc2)Oc2ncc(C#Cc3ccccn3)cc2C1=O	9	·	14	2	-3	1	0
CC(C)(C)NC(=O)C(c1cccs1)N(C(=O)C(=O)NC1CCCC1)c1ccccc1F (stereo unspecified)	1	-15	-3	-9	1	-8	-1
Cc1ccccc1NC(=O)C1CCN(S(=O)(=O)c2ccc3c(c2)NC(=O)C(C)S3)CC1 (stereo unspecified)	-8	-9	-1	13	0	-1	5
C[C@H](O)C#Cc1ccc([C@H]2[C@@H](CO)N3CCCCN(CC4CCOCC4)C[C@@H]23)cc1	-9	-7	-3	-12	-6	-1	-1
CC(=O)Nc1ccc(S(=O)(=O)NNC(=O)CCC(=O)Nc2cc(C)ccc2C)cc1	-3	-20	2	-3	-6	3	-2
O=C(Nc1ccccc1)[C@@H]1[C@@H]2C(=O)N(c3ccc(F)cc3)C(=O)[C@@H]2[C@H]2C=CC=NN21	-2	34	1	-4	-7	-7	2
COc1ccc(C(C)(NC(C)=O)c2nc(-c3cccc(C(F)(F)F)c3)cs2)cc1 (stereo unspecified)	·	23	8	0	·	-8	3
O=C(C1CCCCC1)N1CC(=O)N2[C@H](CO)[C@H](c3ccc(-c4cccnc4)cc3)[C@H]2C1	·	·	-9	·	2	6	1
O=C(CCc1ccccc1)NC1CCS(=O)(=O)C1 (stereo unspecified)	-5	-4	9	4	0	-1	1
COc1ccccc1-c1cccc(-c2nc(C(=O)N3CCCCC3)cc3c2[C@@H](CCO)N(S(=O)C(C)(C)C)C3)c1 (stereo partly specified)	·	6	14	8	-2	5	8
CN1CCc2ccccc2Cc2[nH]c3ccccc3c2CC1	2	9	-1	5	3	14	-5
Cc1cc(C(=O)CN2C(=O)NC(CCS(C)(=O)=O)C2=O)c(C)n1C1CC1 (stereo unspecified)	-3	10	1	5	-2	5	4
CCN(CC(=O)NCc1cccs1)C(=O)c1cc(=O)[nH]c2ccccc12	-7	8	-3	3	-2	-1	2
Cc1ccccc1-c1cccc([C@@H]2C[C@H]3[C@H](CON3C)CN2S(=O)(=O)c2ccccc2C)c1	6	5	6	-2	7	-4	-1
CN1c2ccc(Br)cc2[C@@H]2[C@@H](CCN2C(=O)c2ccc(F)cc2)[C@@H]1CO	-5	9	·	-6	-4	-12	·
O=C(COC(=O)c1cc(Br)ccc1Cl)NC1CCCC1	·	-3	6	-15	-4	-16	-4
Cc1noc(C)c1S(=O)(=O)Nc1ccc2c(c1)C(=O)N([C@@H](C)CO)C[C@H](C)[C@@H](CN(C)C(=O)NC(C)C)OCCCC[C@@H](C)O2	·	-1	1	24	·	-17	0
COc1cc(/C=C2\SC(N3CCc4ccccc4C3)=NC2=O)cc(OC)c1OC	-3	13	?	4	-3	·	1
C[C@@H]1CN([C@@H](C)CO)C(=O)Cc2cc(NS(C)(=O)=O)ccc2O[C@@H]1CN(C)S(C)(=O)=O	3	·	14	2	-1	-25	3
O=C(NCC1CCCO1)c1cccc(S(=O)(=O)NCc2ccccc2)c1 (stereo unspecified)	-2	13	3	-21	-6	-5	2
OC(CNc1ccnc2cc(Cl)ccc12)CNC1CCCCC1 (stereo unspecified)	0	29	-5	24	4	·	-25
CC(=O)N1CCC2(CC1)CC(=O)c1cc(OCC(=O)N3CCOCC3)ccc1O2	-4	3	-4	6	-3	9	2
Cc1ccc(-c2cc(C(=O)Nc3c(C)n(C)n(-c4ccccc4)c3=O)[nH]n2)c(O)c1C	7	0	·	-9	-3	9	-6
COc1ccc(Nc2nc3c(C)cccc3cc2C#N)c(OC)c1	-5	7	·	·	·	17	·
CC1(C)CC(=O)C=C(c2cccc(Cl)c2O)C1	3	-10	4	-4	·	7	3
COc1ccc(S(=O)(=O)N2CC[C@@H]3[C@H]2c2cc(-c4ccc(C#N)cc4)ccc2N[C@@H]3CO)cc1	2	-59	5	-1	8	8	0
COc1ccc(OC)c(NC(=O)CS(=O)(=O)Cc2nc(-c3ccccc3C)oc2C)c1	-1	·	-4	-5	-1	14	0
C[C@@H](NC(=O)C[C@@H]1CC[C@H]2[C@@H](COC[C@@H](O)CN2Cc2cc(F)ccc2F)O1)c1ccccc1	-30	12	·	1	7	-2	-1
Cc1ccc(COc2cccc3c2CCN(Cc2ccc(F)cc2)C3=O)cc1	-5	13	·	4	·	17	·
CCCN(C)C[C@H]1OCc2cnnn2CCCC(=O)N([C@H](C)CO)C[C@H]1C	-8	·	-4	12	0	10	0
COc1cccc(NC(=O)Nc2ccc3c(c2)C(=O)N(C)C[C@H](OC)[C@H](C)CN(C)[C@@H](C)CO3)c1	5	-11	7	-3	0	-3	-10
COCC(=O)N(C)[C@H]1C[C@H]2c3[nH]c4c(-c5ccccc5)cccc4c3CCN2C(=O)[C@H]1[C@H](C)O	·	1	-3	-6	-5	-1	-3
COc1cc(NC(=O)C2CCCCC2)c(OC)cc1NC(=O)CCC(=O)NCc1ccco1	1	·	·	·	-1	4	4
CC1CN(C(=O)/C(C#N)=C2\N=C(NC(=O)c3ccccc3Cl)c3ccccc32)CC(C)O1 (stereo unspecified)	·	-12	1	1	21*	-1	0
COc1ccccc1NC(=O)COC(=O)Cc1ccc(S(=O)(=O)N2CCCCC2)s1	-2	6	3	6	-1	-37	5
C[C@@H]1CCCCO[C@@H](CN(C)Cc2ccc(C(F)(F)F)cc2)[C@@H](C)CN([C@H](C)CO)C(=O)c2cc(NC(=O)Nc3ccc(F)cc3)ccc2O1	0	19	·	3	-5	-9	-1
O=S(=O)(c1ccccc1)N1CCCCN2[C@H](CO)[C@H](c3ccc(C#CC4CCCC4)cc3)[C@H]2C1	15	28	-25	17	10	16	1
O=C1C=C(Nc2ccccc2C(=O)O)c2ccccc2C1=O	36	18	3	-32	3	7	89*
C[C@@H]1CN([C@@H](C)CO)C(=O)c2cc(-c3ccccc3)cnc2O[C@H]1CN(C)C(=O)Nc1ccccc1F	-5	·	3	-4	0	3	-1
Cc1ccc(Cn2ccnc2C(=O)Nc2ccccc2)cc1	-4	-50	-1	-50	0	-87	0
Cc1ccc(NC(=O)COC(=O)CNC(=O)c2ccco2)cc1	-3	11	5	2	4	-8	3
Cc1ccc(OCc2ccc(-c3ccccc3)cc2)c([N+](=O)[O-])n1	-1	-35	36*	-54	-3	-42	0
CC(=O)N1[C@@H]2c3ccc(-c4ccccc4)c(=O)n3C[C@H]1[C@H](CO)[C@H]2C(=O)Nc1ccccc1	18	·	48*	20	-7	-10	-3
COc1ccc(O)c(C(=O)c2cnn(C(=O)c3cccc(S(=O)(=O)N4CCOCC4)c3)c2)c1	-5	-32	-7	0	3	-5	0
O=C1c2ccc(-c3ccc(Cl)c(C(F)(F)F)c3)cc2S(=O)(=O)c2cccc(C(=O)N3CCN(c4ccc(Cl)cn4)CC3)c21	2	-15	9	0	·	1	-4
O=C(CNC(=O)c1cccs1)c1ccc(Br)cc1	-4	-158	-10	-4	-6	-15	-4
CCCCN1C(=O)C(C(=O)OCC)CC2=C1CCCC2=O (stereo unspecified)	-1	-4	14	-4	-4	-3	-1
Cc1ccc(C2(C)NC(=O)N(CC(=O)Nc3ccc4c(c3)CCC4)C2=O)cc1 (stereo unspecified)	·	22	-9	7	-2	8	3
O=C(CN1CCCCC1)NCC(=O)Nc1ccc(F)c(F)c1F	·	-3	2	-2	-3	21	-4
C[C@@H]1CN([C@@H](C)CO)C(=O)Cc2cc(NC(=O)Cc3ccccc3)ccc2O[C@@H]1CN(C)Cc1ccc(Oc2ccccc2)cc1	-4	41	-3	11	16*	8	0
Cc1ccc(NC(=O)CSc2nc(N)cc(=O)[nH]2)cc1S(=O)(=O)N1CCCCCC1	6	·	0	6	8	·	-1
CCC(C)NC(=O)CS(=O)Cc1nc(-c2cccc(OC)c2)oc1C (stereo unspecified)	-2	19	-5	-3	-1	13	0
COc1cc([C@@H]2CC=C(C(=O)O)[C@H](c3ccccc3)N2S(=O)(=O)c2ccc(C)cc2)cc(OC)c1OC	-3	-3	?	1	·	8	1
Cc1nc(CSc2nnc(C)s2)cs1	-4	85*	-13	-11	·	8	3
COc1ccc(C(=O)COC(=O)c2cnc(C)cn2)c(OC)c1	-5	-6	-10	-3	7	6	5
C[C@H](CO)N1C[C@H](C)[C@@H](CN(C)Cc2ccc(-c3ccccc3)cc2)Oc2ccc(NC(=O)Cc3cn(C)c4ccccc34)cc2C1=O	·	·	5	2	15	-9	-1

# Carrying on:
SMILES	ARNT-TACC3 inh	PAX8 reporter	DENV2 CPE	EWS-Fli inh	SIRT5 block	LGR2 antag	Casp6 inh
Cc1ccc(C)c(S(=O)(=O)N2CCNCC2)c1	-8	-10	·	4	-1	6	7
O=C(COC(=O)c1cc(C(F)(F)F)cc(C(F)(F)F)c1)NCc1ccc(Cl)cc1	-8	1	1	-3	-3	-7	-2
O=C(/C=C/c1ccc(F)cc1)Nc1cc(S(=O)(=O)N2CCOCC2)ccc1N1CCOCC1	·	12	2	-9	1	7	-2
CNCCCOc1ccc(Cl)cc1C(C)(C)C	2	20	-1	5	-3	29	-6
COc1ccc(CNC(=O)C2CCN(C(=O)[C@@H]3Cc4ccccc4CN3)CC2)cc1	4	-2	-4	-3	-5	-11	0
COCc1cc(SC2CCCCC2)nc(C)n1	2	-23	0	-2	·	4	1
